GPR35 arrestin U2OS: inhibition of zaprinast-stimulated GPR35 beta-arrestin translocation – imaging, U2OS, beta-arrestin-GFP, zaprinast agonist, primary screen (AID 2058) | U2OS GPR35 beta-arrestin-GFP translocation imaging, zaprinast antagonism; higher % means a stronger effect | 290,000 compounds, 0.052% hits | inhibition, % at 10 µM; hits with a dose series show IC50 in µM;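 active means inhibition of at least 50% with at least 30 cells and total cytoplasm GFP at most 10,000,000; inconclusive means under 30 cells or total GFP of 10,000,000 plus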
NTR1 agonist: agonists of NTR1, primary screen, imaging, U2OS cells, beta-arrestin-GFP, high content (AID 493036); P30989; 330,000 compounds, 0.17% hits; NTR1-U2OS beta-arrestin-GFP spot imaging, agonist mode; activation, % at 20 µM;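 active means activation at or above 40% of the spot to cytoplasm intensity ratio, with at least 20 cells analyzed; inconclusive means wells under 20 cells, flagged as cytotoxic or low count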;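 further: 0% = DMSO without peptide and 100% = 100 nM NTR1 peptide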
Target sequence (P30989 whole entry, looked up): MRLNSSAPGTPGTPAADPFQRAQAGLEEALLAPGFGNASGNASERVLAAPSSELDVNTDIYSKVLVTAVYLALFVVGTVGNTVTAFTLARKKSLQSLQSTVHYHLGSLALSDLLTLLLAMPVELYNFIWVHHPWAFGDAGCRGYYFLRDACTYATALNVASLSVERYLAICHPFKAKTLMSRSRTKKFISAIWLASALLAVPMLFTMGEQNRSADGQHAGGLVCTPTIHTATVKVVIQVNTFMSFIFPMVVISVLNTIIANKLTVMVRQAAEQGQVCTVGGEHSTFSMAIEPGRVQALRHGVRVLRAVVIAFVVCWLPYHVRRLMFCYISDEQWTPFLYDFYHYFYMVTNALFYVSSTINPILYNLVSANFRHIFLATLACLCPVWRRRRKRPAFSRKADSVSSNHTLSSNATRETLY
West Nile antiviral: West Nile virus antiviral activity, cell-based, CPE readout (AID 1621) | West Nile virus-infected cells, CPE inhibition; higher % means a stronger effect | one-dose CPE inhibition, % at 10 µM; IC50 in µM for titrated hits | 290,000 compounds, 0.02% hits; in the data active means a potency from the dose series; inconclusive means CPE inhibition mostly from about 3.7% at the one dose, without a potency; inactive means the rest, 99 in 100 with CPE inhibition below about 2.2%; further: strong numbers were not always called active
KOR beta-arrestin-1: KOR antagonists, beta-arrestin recruitment, cell-based, luminescence, uHTS (AID 1778). one-dose inhibition, % at 10 µM; IC50 in µM for titrated hits. 290,000 compounds, 0.091% hits. KOR beta-arrestin recruitment, luminescence, antagonist mode; higher % means a stronger effect; in the data active means inhibition above about 50%; further: strong numbers were not always called active
GPR55 activation: GPR55 agonists via beta-arrestin recruitment, primary screen, imaging, U2OS cells, beta-arrestin-GFP redistribution (AID 1961); U2OS GPR55 beta-arrestin-GFP redistribution imaging; higher % means a stronger effect; one-dose activation, % at 10 µM; EC50 in µM for titrated hits; 290,000 compounds, 0.048% hits;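 active means activation above 40% with more than 50 cells counted in the well; inconclusive means wells holding fewer than 50 cells, flagged as toxic or sparse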;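 further: U2OS osteosarcoma cells stably expressing GPR55 and beta-arrestin-GFP; plate controls were DMSO negative control for no effect and LPI positive control for full effect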
GPR55 antagonists: GPR55 antagonists blocking LPI-driven arrestin recruitment, primary screen, imaging, U2OS, beta-arrestin-GFP, LPI agonist (AID 2013) | U2OS GPR55 beta-arrestin-GFP translocation imaging, LPI antagonism; higher % means a stronger effect | one-dose inhibition, % at 10 µM; IC50 in µM for titrated hits | 290,000 compounds, 0.13% hits;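 active means spots per cell inhibited over 60%, with over 100 cells counted and total cytoplasm intensity under 500,000; inconclusive means wells with under 100 cells, flagged as likely toxic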;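 further: U2OS cells stably carrying GPR55 and arrestin-GFP stimulated by 5 µM LPI near EC80; imaged beta-arrestin-GFP aggregate spots per cell after agonist stimulation; plate controls were LPI-stimulated DMSO wells for no effect and DMSO wells without LPI for full effect; some results filed as inactive read as strong as hits; confirmed hits need IC50 under 10 µM and bright autofluorescent wells are also inconclusive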
KOR beta-arrestin-2: KOR agonists, beta-arrestin recruitment, primary screen, cell-based, luminescence, uHTS (AID 1777); 280,000 compounds, 0.02% hits; activation, % at 10 µM, or EC50 in µM where a hit was titrated; KOR beta-arrestin recruitment, luminescence; higher % means a stronger effect; in the data active means activation above about 50%, passing the limit was not always enough; further: a part of the inactive calls stands beside numbers as strong as those of hits
Salmonella PhoP GFP: inhibitors of PhoP regulon expression, primary screen, Salmonella Typhimurium, GFP reporter (AID 1863) | S. Typhimurium PhoP-regulated promoter GFP reporter, 4 h; higher % means a stronger effect | one-dose inhibition, % at 50 µM; IC50 in µM for titrated hits | 300,000 compounds, 0.16% hits;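 active means inhibition over 29.93%, a cutoff 3 SD above the screen mean, later confirmed by dose response; inconclusive means inhibition over 29.93% but no dose response follow-up; inactive means inhibition at most 29.93% or unconfirmed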;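 further: 0% = low Mg2+ inducing control and 100% = high Mg2+ repressing control; strong numbers were not always called active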
T cell HTS: T cell immune modulators affecting CD8 T cell-vesicle binding. 2C CD8+ T cell-vesicle binding, flow cytometry; hits give low values. calls only at 7 µM. 330,000 compounds, 0.068% hits;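 active means response, share of CD8 T cells binding vesicles, and their 90th percentile fluorescence all below set limits, cut at about 80% in these data, passing the limit was not always enough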
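material = purified 2C TCR transgenic mouse naive CD8+ T cells | controls = Unloaded micro-vesicles (low), QL9 vesicles with 0.7% DMSO (high) | detection = cytometric PE anti-B7-1 and Alexa647 anti-CD8 signals after 1% paraformaldehyde fixation | incubation = binding step 1.5 h, 37 °C, antibody labelling 20 min, ice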
T cell HTS vesicle-bound %: further read-out of T cell HTS, marked with its call; double positive events, %; measured here: CD8+ vesicle-bound cell fraction;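 binding gate set so that unloaded-vesicle control wells show 10% double positive cells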
NTR1 agonist cell count 20 µM: further read-out of NTR1 agonist, marked with its call; cell count; measured here: cell count, cytotoxicity flag
Active calls of the source: *; i = inactive; ? = inconclusive; nt = no result given; [ ] = dose if it differs, or a comment.

SMILES,GPR35 arrestin U2OS,NTR1 agonist,NTR1 agonist cell count 20 µM,West Nile antiviral,KOR beta-arrestin-1,GPR55 activation,GPR55 antagonists,KOR beta-arrestin-2,Salmonella PhoP GFP,T cell HTS,T cell HTS vesicle-bound %
CNC(=O)c1nc(C)n(-c2ccc([N+](=O)[O-])cc2)n1,-8%,3.8,39,-0.2%,3%,0.0%,1%,-3.6%,5%,i,48
COc1ccc(Oc2nccc(OC)c2C#N)cc1,0%,3.1,45,0.2%,-24%,-0.1%,3%,-2.5%,1%,i,19
CN(CCOc1ccccc1)CC(=O)Nc1ccc(Cl)c(S(=O)(=O)N(C)C)c1,-4%,-1.0,60,-0.8%,18%,-0.4%,-13%,-3.5%,5%,i,53
Cc1nn(-c2nc(-c3ccco3)cc(C(F)(F)F)n2)c(C)c1Cl,7%,2.2,74,0.5%,-14%,-0.1%,5%,-2.0%,-3%,i,50
O=C(CSc1n[nH]c(-c2ccccc2O)n1)NC1CCCCC1,3%,3.3,50,-0.8%,-8%,nt,-11%,-1.4%,1%,i,22
CCC(C)(C)NC(=O)CN(Cc1cccs1)C(=O)CNS(=O)(=O)c1ccc(C)cc1,2%,0.7,76,-0.5%,1%,-0.1%,11%,0.4%,3%,i,40
CCN(CC)c1ccc(C=NCCNS(=O)(=O)c2ccc(C)cc2)cc1,4%,1.1,45,0.1%,21%,0.0%,-2%,-0.4%,5%,i,26
CCOc1cc(/C=N/NC(=O)c2c(-c3ccccc3)noc2C)ccc1O,1%,1.7,90,0.9%,4%,-0.3%,1%,4.7%,-2%,i,60
COc1ccc(CCN(C)CCN2C(=O)c3ccccc3C2=O)cc1OC,6%,2.0,50,0.6%,-23%,-0.1%,4%,-1.9%,-3%,i,29
O=C(CSc1nc(-c2ccccc2)cs1)Nc1ccccc1[N+](=O)[O-],-17%,-2.5,7,-0.6%,12%,0.2%,5%,-0.2%,1%,i,44
CCC1Oc2ccccc2N(CC(=O)NCc2cccs2)C1=O (stereo unspecified),13%,-1.1,30,-0.8%,21%,-0.4%,5%,-2.8%,13%,i,58
COc1ccc(S(=O)(=O)n2nc(C)cc2C)c(C)c1C,0%,0.6,53,0.0%,-28%,0.0%,-13%,3.0%,-5%,i,30
Cc1nn2c(NCCCN(C)C)c3c(nc2c1-c1ccccc1)CCCC3,-5%,4.0,30,?,-4%,-0.1%,-5%,3.5%,8%,i,30
CCc1ccc(CN(C)C(=O)c2cc(COc3cccc4cnccc34)on2)cc1,-9%,5.2,72,2.8%,-52%,-0.1%,-3%,7.3%,1%,i,8
O=C(NCCCN1CCOCC1)c1cc(-c2ccc(F)cc2)no1,-4%,0.1,66,0.0%,13%,-0.2%,3%,2.8%,4%,i,44
CCC(=O)Nc1nnc(CSCc2ccc(F)cc2)s1,-10%,-1.1,53,-0.1%,-39%,-0.1%,7%,10%,-9%,i,46
Cc1cccc(-c2nc(CN3CCN(C(=O)C4CCCO4)CC3)cs2)c1 (stereo unspecified),-3%,0.4,84,-0.7%,-14%,0.2%,-5%,0.7%,-4%,i,14
Clc1ccccc1CSc1nnc(-c2ccco2)c(-c2ccco2)n1,4%,4.5,65,0.2%,-21%,-0.1%,15%,4.0%,-1%,i,17
O=S(=O)(c1ccc(OCC(O)CN2CCCCC2)cc1)N1CCOCC1 (stereo unspecified),-22%,-1.2,69,0.9%,22%,-0.4%,2%,-1.5%,1%,i,49
Cc1cc(C)cc(-n2c(C)cc(/C=N/NC(=O)CSc3ncccn3)c2C)c1,-4%,1.3,85,0.0%,-1%,-0.1%,-14%,-2.7%,7%,i,21
CCOC(=O)CSc1nnc(C)c(=O)[nH]1,-4%,-0.1,43,-0.1%,1%,-0.2%,11%,-1.0%,-17%,i,22
COc1ccc(Cc2nnc(Nc3ccccc3)s2)cc1Br,-2%,3.6,100,-1.4%,-22%,0.3%,5%,2.4%,5%,i,24
Cc1ccc(S(=O)(=O)N(CC(=O)N2CCCCC2)c2cccc(C)c2)cc1,-12%,-0.3,49,-0.5%,3%,-0.3%,-9%,-2.8%,-7%,i,1
O=C(c1ccc2ccccc2c1)C1CCCN(S(=O)(=O)c2cccnc2)C1 (stereo unspecified),5%,8.5,50,-1.9%,-9%,-0.3%,2%,6.4%,-2%,i,29
O=C(Cc1cccc2ccccc12)N1CC[C@@]2(O)CCCC[C@H]2C1,-4%,-0.4,60,0.2%,22%,0.7%,0%,0.7%,-3%,i,35
Cc1ccc(-c2nsc(SCC(=O)Nc3ccc4c(c3)OCO4)n2)cc1,-2%,2.6,61,-0.3%,11%,-0.5%,5%,-0.4%,-5%,i,13
O=C(Nc1ccc(N2CCOCC2)cc1)c1cc2c(s1)CCCC2,-11%,-0.7,38,-0.7%,-32%,0.3%,10%,-3.2%,-3%,i,23
CC(C)(C)C(=O)Nc1ncccc1C(O)c1cccc(C(F)(F)F)c1 (stereo unspecified),17%,-0.9,81,-0.8%,-1%,0.2%,7%,-2.5%,5%,i,60
COc1ccc(CCN2C(=S)N(C)C(=O)C2CC(=O)Nc2ccc(F)cc2)cc1 (stereo unspecified),8%,2.0,41,-1.4%,-14%,-0.2%,8%,nt,-6%,i,13
COc1cc(Cl)cc(CN2CCC(CCC(=O)NC3CC3)CC2)c1OC,0%,-0.4,68,-0.3%,-26%[20 µM],-0.3%,6%,-2.3%,-3%,i,60
CCN(CC(=O)Nc1c(F)cccc1F)C(=O)C(C)SCc1nc2sc(C)c(C)c2c(=O)[nH]1 (stereo unspecified),4%,0.7,52,-0.1%,-16%,0.0%,12%,3.9%,-5%,i,62
O=C(C1CCCN(S(=O)(=O)c2ccccc2)C1)N1CCN(c2ccc(F)cc2)CC1 (stereo unspecified),-2%,0.0,71,-0.7%,-42%,0.4%,-12%,4.5%,2%,i,71
CCN(CC)C(=O)CSc1nnc(-c2ccccc2)c(-c2ccccc2)n1,-10%,0.0,50,-1.9%,10%,0.5%,19%,11%,14%,i,56
Cc1ccc(C)c(N(CC(=O)N/N=C/c2ccc(-c3ccc([N+](=O)[O-])cc3)o2)S(=O)(=O)c2ccccc2)c1,9%,3.8,52,-0.6%,4%,-0.1%,2%,-5.3%,-7%,i,56
O=C(CCCc1ccccc1)Nc1cccnc1,6%,1.3,50,0.3%,-5%,0.0%,7%,-2.6%,9%,i,36
Cc1ccc(CNC(=O)CN(c2ccc(C(C)C)cc2)S(=O)(=O)c2c(C)noc2C)cc1,0%,7.3,46,0.3%,-25%,0.1%,-14%,3.3%,-8%,i,31
CCCOc1cccc(-c2cc(C(=O)N/N=C/c3ccccn3)c3ccccc3n2)c1,0%,7.1,62,0.2%,8.4µM*,-0.2%,22%,-7.6%,8%,i,13
CCCCC(=O)NC(=S)Nc1cccc(NC(=O)CC)c1,-8%,1.1,80,0.6%,-28%,2.8%,12%,0.7%,7%,i,40
C=CCN(c1ccc(Cl)cc1)S(=O)(=O)c1cccc(C(=O)OCC(=O)N(C)C)c1,-5%,2.9,33,-0.9%,-38%,-0.1%,-1%,-0.9%,5%,i,18
CCN(CC)CCN1C(=O)C(=O)/C(=C(/O)c2cnn(-c3ccccc3)c2C)C1c1cccs1 (stereo unspecified),3%,nt,nt,0.1%,-32%,0.1%,-6%,2.7%,-13%,nt,nt
Cc1ccccc1NC(=O)c1nn(C)c(C(=O)Nc2ccccc2C)c1[N+](=O)[O-],14%,1.2,65,-0.4%,16%,-0.2%,9%,-4.3%,-4%,i,24
CCCCc1ccc(NC(=O)Nc2cc(C)nn2C)cc1,0%,2.4,78,-0.4%,16%,0.3%,8%,-1.8%,-8%,i,28
CCCC(=O)C1C(=O)CC(C)(C)C(c2cc(C)no2)C1=O (stereo unspecified),-6%,1.1,66,0.0%,-10%,-0.2%,19%,48%,-2%,i,19
CCC(C)NC(=O)CNC(=S)N(CCCN1CCOCC1)Cc1cccs1 (stereo unspecified),-11%,3.1,51,-0.5%,-9%,-0.2%,12%,1.1%,4%,i,45
CCCCC1=CC2=C(c3ccco3)C(=O)C(C)(OC(=O)c3ccc(OC)cc3)C(=O)C2=CN1CCOC (stereo unspecified),5%,1.2,48,-0.4%,20%,-0.1%,14%,0.4%,0%,i,34
Cc1ccc(NC(=O)COC(=O)CN2C(=O)C3CCCCC3C2=O)cc1S(=O)(=O)N1CCOCC1 (stereo unspecified),-5%,0.3,44,0.8%,9%,0.0%,2%,5.6%,-14%,i,43
COc1ccc(C(N)CCc2ccco2)cc1 (stereo unspecified),17%,0.9,66,-0.2%,1%,0.3%,1%,-2.7%,-4%,i,49
COc1ccc(/C=C(/NC(=O)c2ccco2)C(=O)Nc2cccc(C(=O)O)c2)cc1,4%,-1.0,33,0.1%,-34%,1.0%,4%,-1.4%,-6%,i,11
Cn1c(CN2CCCCC2)nc2cc(NS(=O)(=O)c3ccc(Cl)cc3)ccc21,14%,2.0,51,-0.7%,-45%,-0.1%,0%,2.4%,34%,i,18
O=C(NCc1cccnc1)C(=O)NC1CCCCC1,-5%,-0.1,87,-1.1%,22%[20 µM],-0.1%,7%,nt,nt,i,53
Nc1ccc(Nc2ccccc2N)cc1,0%,1.5,45,1.8%,32%,-0.2%,21%,5.0%,37%,i,15
Cc1cccc(Nc2ncnc3onc(-c4ccc(F)cc4)c23)c1C,-2%,5.7,71,-1.0%,-38%[20 µM],0.2%,10%,-1.1%,2%,i,41
